GLD-1 TGE inh: GLD-1/TGE RNA complex disruptors, primary screen, biochemical, fluorescence polarization. Female germline-specific tumor suppressor gld-1 (Caenorhabditis elegans), Q17339. purified GLD-1 + fluorescein TGE RNA. inhibition, % at 5.96 µM. 0.44% of 320,000 active. AID 2280, 2010;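 active = percent inhibition above a per-plate cutoff, the plate mean of test compounds plus 3 SD, cut at about 30% in these data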;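 note: 0% = DMSO wells with GLD-1 and probe and 100% = wells lacking GLD-1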
Target sequence (Q17339 whole entry, looked up): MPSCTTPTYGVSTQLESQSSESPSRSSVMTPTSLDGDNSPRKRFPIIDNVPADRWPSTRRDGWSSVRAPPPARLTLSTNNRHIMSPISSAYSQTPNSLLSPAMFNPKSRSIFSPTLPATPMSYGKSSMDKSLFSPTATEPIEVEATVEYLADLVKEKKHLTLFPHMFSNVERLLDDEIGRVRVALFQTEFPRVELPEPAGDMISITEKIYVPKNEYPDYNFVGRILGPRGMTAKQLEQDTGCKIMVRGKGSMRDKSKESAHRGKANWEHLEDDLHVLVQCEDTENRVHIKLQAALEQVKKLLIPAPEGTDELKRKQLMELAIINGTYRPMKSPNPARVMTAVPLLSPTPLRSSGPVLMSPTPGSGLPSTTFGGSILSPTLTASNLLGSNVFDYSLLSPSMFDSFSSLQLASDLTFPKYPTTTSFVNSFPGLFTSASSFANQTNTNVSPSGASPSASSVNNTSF
GSTO1 inh: inhibitors of recombinant GSTO1, primary screen, counter-screen for RBBP9 inhibitor project, biochemical, fluorescence polarization; inhibition, % at 5.96 µM; activity-based probe fluorescence polarization; 1.1% of 300,000 active; AID 1974, 2009; Glutathione S-transferase omega-1 (Homo sapiens), P78417;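 active = inhibition above the campaign mean inhibition plus 3 SD, cut at about 35% in these data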;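 note: 0% = GSTO1-1 with DMSO and 100% = wells lacking GSTO1-1 enzyme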
Target sequence (P78417 whole entry, looked up): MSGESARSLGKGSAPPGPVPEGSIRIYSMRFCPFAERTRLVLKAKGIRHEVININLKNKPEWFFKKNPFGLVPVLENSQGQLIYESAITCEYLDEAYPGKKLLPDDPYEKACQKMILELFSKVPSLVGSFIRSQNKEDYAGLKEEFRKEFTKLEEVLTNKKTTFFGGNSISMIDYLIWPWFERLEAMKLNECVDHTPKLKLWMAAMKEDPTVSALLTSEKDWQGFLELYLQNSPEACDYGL
Bcl-xL primary: inhibitors of human Bcl-xL, primary screen, biochemical, fluorescence polarization, HTS. inhibition, % at 10.9 µM. Bcl-2-like protein 1 (Homo sapiens), Q07817. GST-Bcl-xL / FITC-Bim BH3 peptide fluorescence polarization. AID 2129, 2009. 0.7% of 320,000 active;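 active = inhibition above the mean of all tested compounds plus 3 SD, cutoff set per campaign, cut at about 30% in these data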;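 note: 0% = DMSO wells and 100% = unlabeled Bim-BH3 peptide competitor; inhibitors lower millipolarization by displacing the labeled peptide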
MEX-5 binding: MEX-5 zinc finger RNA-binding disruptors – biochemical, C. elegans, fluorescence polarization, MLPCN library, primary screen; Zinc finger protein mex-5 (Caenorhabditis elegans), Q9XUB2; MEX-5/FITC-TCR2 RNA binding; active compounds read low; activity score (negative = inhibition of binding), % at 10 µM; 0.38% of 300,000 active; AID 1832, 2009;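 active = inhibition past about -25% in most replicates, and total fluorescence under double the plate's negative control median, limit read from the data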;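 note: 0% = DMSO and -100% = 5 µM competing unlabeled TCR2 RNA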
TPT1 inh: Candida albicans TPT1 enzyme inhibitors, primary screen, biochemical, fluorescence polarization; inhibition, % at 5 µM; 0.81% of 300,000 active; AID 1962, 2009; tRNA 2'-phosphotransferase TPT1 (Candida albicans SC5314); recombinant caTPT1, FP RNA substrate dephosphorylation;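 active = inhibition above the mean of all tested compounds plus 3 SD, set per screening campaign, cut at about 24% in these data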;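 note: plate controls were DMSO alone for no effect and ferristatin control at 100 nM for full effect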
PME-1 primary: PME-1 inhibitors via competitive probe labeling, primary screen, biochemical, fluorescence polarization, FP-Rh probe, HTS; Protein phosphatase methylesterase 1 (Homo sapiens), Q9Y570; recombinant PME-1; inhibition, % at 5.9 µM; 0.53% of 320,000 active;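 active = inhibition above the campaign mean of all compounds plus 3 SD, cut at about 26% in these data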;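 note: competitive labeling of PME-1 active site by serine hydrolase directed probe; 0% = PME-1 with DMSO and 100% = wells lacking PME-1 enzyme; inhibitors block probe labeling so polarization falls and inhibition rises; many of its hits are not listed in these tables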
Target sequence (Q9Y570 whole entry, looked up): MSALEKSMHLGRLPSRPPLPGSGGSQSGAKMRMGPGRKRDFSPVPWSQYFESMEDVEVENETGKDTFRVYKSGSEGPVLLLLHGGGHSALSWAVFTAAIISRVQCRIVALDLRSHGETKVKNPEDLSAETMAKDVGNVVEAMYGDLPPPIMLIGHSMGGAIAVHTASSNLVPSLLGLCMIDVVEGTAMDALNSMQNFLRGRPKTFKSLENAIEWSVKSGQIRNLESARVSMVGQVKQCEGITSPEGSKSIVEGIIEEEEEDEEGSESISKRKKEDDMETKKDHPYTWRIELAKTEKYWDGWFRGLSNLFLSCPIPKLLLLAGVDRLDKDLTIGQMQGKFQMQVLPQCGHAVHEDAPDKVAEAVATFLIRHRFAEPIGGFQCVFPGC
MCL1 BIM primary: inhibitors of MCL1 binding to BIM-BH3, primary screen, biochemical, fluorescence polarization. 0.68% of 320,000 active. inhibition, % at 10.9 µM. GST-MCL1 / FITC-Bim-BH3 fluorescence polarization. AID 2057, 2009. Induced myeloid leukemia cell differentiation protein Mcl-1 (Homo sapiens), Q07820;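 active = inhibition above the mean inhibition of all tested compounds plus 3 SD, set per campaign, cut at about 40% in these data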;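 note: 0% = DMSO wells and 100% = unlabeled Bim-BH3 peptide control; higher means more loss of mP so more displacement of Bim peptide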
PAD4 inh: human PAD4 inhibitors, primary screen, biochemical, fluorescence polarization, 1536-well format; inhibition, % at 6.36 µM; Protein-arginine deiminase type-4 (Homo sapiens), Q9UM07; 0.41% of 330,000 active; recombinant PAD4, RCA probe fluorescence polarization;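 active = percent inhibition above a cutoff equal to the mean of all tested compounds plus 3 SD, cut at about 15% in these data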;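 note: 0% = PAD4 with RCA probe and DMSO and 100% = probe without PAD4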
Fam108B counter: mouse Fam108B serine hydrolase inhibitors, primary screen, counter-screen for RBBP9 inhibitor project, biochemical, fluorescence polarization; recombinant Fam108B, FP-Rh probe fluorescence polarization; inhibition, % at 9.51 µM; 0.33% of 300,000 active; AID 1947, 2009;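 active = inhibition above the screen mean inhibition plus 3 SD, computed separately per campaign, cut at about 18% in these data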;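 note: inhibitors lower polarization as less probe binds the enzyme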
* hit, by the source's call; nt = not tested or not shown.

No.	structure	GLD-1 TGE inh	GSTO1 inh	Bcl-xL primary	MEX-5 binding	TPT1 inh
1	CCC(=O)Nc1cccc2ccccc12	2.1	-4.3	1.7	2.5	-2.5
2	CCN(C(=O)CCS(=O)(=O)c1ccc2c(c1)oc(=O)n2C)c1ccc(OC)cc1	-4.8	-0.4	6.6	0.2	-0.9
3	CC1=CCC(C(=O)O)C(C(=O)O)C1 (configuration not stated)	0.6	3.5	2.9	1.5	2.0
4	COc1ccc(N2CCN(C(=O)Cn3c(=O)c4cccn4c4cccnc43)CC2)cc1	-0.8	6.6	5.0	-2.8	4.4
5	O=C(COc1ccc2ccc(=O)oc2c1)NCc1ccccn1	3.3	0.2	-2.5	0.6	-3.0
6	COc1cc(/C=N/Nc2ccccc2[N+](=O)[O-])cc(OC)c1O	0.8	25.8	18.1	0.4	0.6
7	CCCC(=O)N1CCc2cc(OC)c(OC)cc2C1COc1ccccc1OC (configuration not stated)	6.3	3.2	-4.5	-1.1	2.3
8	CC(=O)c1sc(-c2ccccc2)cc1N	0.5	2.2	24.2	nt	-0.6
9	Cc1c(O)c(S(=O)(=O)c2ccccc2)c(=O)n(-c2ccccc2)c1-c1ccccc1	1.4	-3.0	1.5	-1.2	-0.6
10	O=C(C1CCN(S(=O)(=O)c2cnc[nH]2)CC1)N1CCn2c1nc1ccccc12	4.7	1.9	-0.9	-1.7	-3.2

No.	PME-1 primary	MCL1 BIM primary	PAD4 inh	Fam108B counter
1	-5.4	-2.5	-2.5	3.4
2	-7.3	-5.2	-1.7	-2.8
3	-0.6	7.2	1.0	-3.2
4	6.7	5.8	3.8	-3.2
5	6.3	-1.7	-6.1	-1.9
6	1.7	26.0	-3.6	6.8
7	1.2	-3.9	1.4	-1.8
8	-4.8	14.4	-0.2	-2.5
9	-4.1	-5.9	-1.5	-6.5
10	-1.0	5.1	-5.8	0.8

Results in sequence from the list.
Entries 2 to 9 in PAD4 inh: -1.7, 1.0, 3.8, -6.1, -3.6, 1.4, -0.2, -1.5
Entries 2 to 9 in PME-1 primary: -7.3, -0.6, 6.7, 6.3, 1.7, 1.2, -4.8, -4.1
Entries 2 to 9 in MEX-5 binding: 0.2, 1.5, -2.8, 0.6, 0.4, -1.1, nt, -1.2

Further records.
No.	structure	GLD-1 TGE inh	GSTO1 inh	Bcl-xL primary	MEX-5 binding	TPT1 inh
11	O=C(CN1C(=O)CSC1=O)NCc1ccccc1	0.8	-4.4	2.8	0.7	-2.6
12	COc1cccc(NC(=O)C2CC2(c2cccc(OC)c2)c2cccc(OC)c2)c1 (configuration not stated)	2.8	-1.3	5.6	1.7	-0.8
13	O=C(Nc1ccc(Cc2ccncc2)cc1)c1ccco1	4.7	0.5	6.4	-0.1	0.5
14	C[C@@H](C(=O)N1CCN(C(=O)OC(C)(C)C)CC1)n1cc(CCCN=C(NC(=O)OC(C)(C)C)NC(=O)OC(C)(C)C)nn1	6.3	8.4	0.7	0.0	1.6
15	CCOc1cc(N2CCOCC2)c(OCC)cc1NS(=O)(=O)c1cc(NC(C)=O)ccc1OC	2.2	9.7	3.1	-2.4	-3.1
16	CCOC(=O)c1cnn(-c2ncnc3sc(C)c(C)c23)c1N	7.4	-1.0	4.2	1.3	-5.0
17	CCOC(=O)c1cnc(-n2cc(C)cn2)nc1NCc1ccc2c(c1)OCO2	4.2	-0.6	0.4	2.5	0.8
18	c1ccc(N2CCN(c3cnc4ccccc4n3)CC2)cc1	1.7	0.1	1.9	-1.4	-2.1
19	S=C(NCc1ccncc1)NC1CCCCC1	1.4	1.9	-2.9	1.0	-2.7
20	COc1ccc(CN2C(=O)c3ccccc3C2=O)cc1C(=O)OC(C)C(=O)NC(N)=O (configuration not stated)	0.2	0.7	6.4	1.1	-0.7

No.	PME-1 primary	MCL1 BIM primary	PAD4 inh	Fam108B counter
11	-1.0	1.2	1.7	-1.4
12	-16.7	5.5	-0.6	-10.6
13	-2.8	-2.4	-2.9	2.4
14	2.1	4.1	-1.2	2.3
15	-0.5	9.6	-11.0	-1.9
16	-7.1	9.1	3.1	-4.9
17	3.1	-0.1	-4.4	-4.2
18	4.3	1.3	2.3	-1.9
19	8.2	2.7	-0.7	1.4
20	2.5	-10.1	8.4	6.4

Remaining list, next part
No.	structure	GLD-1 TGE inh	GSTO1 inh	Bcl-xL primary	MEX-5 binding	TPT1 inh
21	CC(C)[C@@]1(c2ccccc2)ON(c2ccccc2C(F)(F)F)C1=O	-4.5	nt	-0.5	nt	nt
22	Cc1cccc(NC(=O)CSc2nc3c(oc4ccccc43)c(=O)n2-c2ccccc2)c1	7.0	-11.9	4.7	1.0	0.0
23	O=C(CN1C(=O)C2CC=CCC2C1=O)NC1CCCCC1 (configuration not stated)	1.4	10.3	2.1	0.9	-4.1
24	Cc1nn(CCOc2ccccc2)c(=O)n1-c1c(F)cccc1F	6.3	-6.4	0.6	-4.4	-3.8
25	COC(=O)C1=NNC(C(=O)c2ccco2)C1c1ccc(OC)cc1 (configuration not stated)	6.0	13.8	3.3	-5.9	0.1
26	O=C(CCn1c(=S)oc2ccccc21)Nc1ccc(F)cc1	-3.9	-0.7	5.4	0.9	-3.0
27	CN1CCN(CCOc2ccc(-c3ccccc3)cc2)CC1	-0.3	5.1	1.4	3.0	3.4
28	CSc1ccc(CNC2CC2)cc1	0.3	3.5	4.9	-2.0	-2.1
29	O=C(CSc1nnc(-c2cccs2)o1)OC1CCCCC1	5.8	4.1	2.7	-3.9	-0.7
30	NC(=O)C1(N2CCCCC2)CCN(C(=O)Nc2ccccc2C(F)(F)F)CC1	3.5	-5.3	8.4	1.0	2.4

No.	PME-1 primary	MCL1 BIM primary	PAD4 inh	Fam108B counter
21	-0.1	-0.6	-4.8	nt
22	-27.3	-0.5	-5.7	-8.7
23	-0.2	5.2	2.6	2.1
24	-2.5	2.3	-4.4	1.8
25	2.1	1.3	-3.0	-0.4
26	-3.6	9.8	-0.2	-4.4
27	-5.5	0.8	-12.7	-2.6
28	2.7	3.8	0.3	-0.3
29	11.1	3.8	0.6	-1.7
30	0.1	3.4	-2.2	-2.2

Going on with the list.
No.	structure	GLD-1 TGE inh	GSTO1 inh	Bcl-xL primary	MEX-5 binding	TPT1 inh
31	COc1ccccc1NS(=O)(=O)c1cc(NC(=O)c2cccs2)ccc1N1CCCCC1	5.0	-23.2	3.8	1.6	-0.9
32	O=C(CSc1nc2[nH]c(=O)cc(O)c2s1)Nc1nccs1	4.2	nt	13.4	nt	nt
33	CCOC(=O)C1CCCN(CC(=O)NC2=Nc3ccccc3N=C(C)C2c2ccccc2)C1 (configuration not stated)	4.5	-5.2	10.6	-0.6	-0.6
34	CC1CCN(C(=O)c2[nH]cnc2C(=O)Nc2cccc(Cl)c2)CC1	-2.0	nt	5.3	nt	nt
35	Cc1cc2cc(C#N)c(N3CCN(S(C)(=O)=O)CC3)nc2cc1C	-0.6	-3.1	8.5	-0.7	-1.1
36	CCn1c(SCC(=O)N2CCN(c3ccccc3)CC2)nnc1-c1ccoc1C	7.4	-4.7	-3.5	-1.9	0.2
37	CCN1CCN(C(=S)Nc2cc(C(=O)OC)ccc2C(=O)OC)CC1	2.5	-0.1	1.5	-0.8	1.3
38	Cc1ccc(S(=O)(=O)NCC(=O)N(CC(=O)NCC2CCCO2)Cc2ccccc2Cl)cc1 (configuration not stated)	4.4	3.1	6.2	-0.1	-1.6
39	CCC(=O)N1CCc2cc(S(=O)(=O)CCC(=O)NCCc3ccccc3)ccc21	-3.1	-2.0	0.2	-5.0	-3.3
40	O=C(CN1CCN(c2ccc(Cl)cc2)CC1)Nc1cccc(F)c1	-2.0	7.8	2.5	2.7	-4.1

No.	PME-1 primary	MCL1 BIM primary	PAD4 inh	Fam108B counter
31	-54.1	3.7	-4.2	-40.2
32	-0.2	3.2	-1.8	nt
33	20.2	0.7	0.3	1.3
34	-6.0	2.7	2.9	nt
35	5.0	-0.1	-6.9	1.0
36	-0.8	-16.5	8.8	2.2
37	-9.0	9.1	1.2	6.5
38	2.2	9.2	-4.0	3.4
39	-2.7	3.6	-2.9	-0.1
40	-1.1	3.2	-3.6	-0.2

(continued)
No.	structure	GLD-1 TGE inh	GSTO1 inh	Bcl-xL primary	MEX-5 binding	TPT1 inh
41	CCOC(=O)C1=C(C)NC(SC)=NC1c1ccccc1 (configuration not stated)	6.9	4.2	-13.7	0.2	-0.7
42	COc1ccc(-c2nnc(SCc3cc(C)cc(C)c3)o2)cc1	2.0	0.7	-3.7	0.5	-1.1
43	CCC(=O)NC(=S)NNC(=O)COc1ccc(Br)cc1	-5.2	8.3	6.2	2.8	2.6
44	O=C(CN1CCN(S(=O)(=O)c2ccc(Br)cc2)CC1)N/N=C/c1ccccc1C(=O)O	0.3	-4.4	2.8	0.1	-2.7
45	O=C(O)c1cccc(Nc2nc(C(F)(F)F)nc3ccccc23)c1	3.6	-6.7	8.6	3.5	-0.8
46	O=C(COC(=O)c1ccc2c(c1)OCCO2)NCCC1=CCCCC1	-1.3	-5.5	1.4	-0.2	0.6
47	Cc1nn(-c2ccccc2)c(C)c1/C=N/n1cnnc1	10.5	7.4	-2.1	2.2	-2.4
48	CCCOc1ccc2ccccc2c1/C=C1\SC(=O)NC1=O	5.9	15.7	-1.2	0.7	-4.3
49	O=C(CNC(=O)C12CC3CC(CC(C3)C1)C2)Nc1ncccc1O	2.4	nt	-1.8	nt	nt
50	COc1ccccc1/C=C/C(=O)NCC(=O)N/N=C(\CCC(=O)O)c1ccccc1	7.1	6.5	1.5	-1.2	-2.9
51	Cc1cc(OCC(=O)Nc2ccc(CN3CCCCC3)cc2)ccc1Cl	3.5	-3.3	-0.1	3.4	-0.5
52	C=C(C)Cn1c(=O)c(NC(=O)c2ccccc2)c2n(c1=S)CCC2	3.1	3.6	7.3	-0.3	-3.5
53	CCC1CCCCN1CCCNC(=O)CSc1nc2nc(C)c(Cc3ccccc3Cl)c(C)n2n1 (configuration not stated)	3.8	11.4	4.4	-0.1	1.2

No.	PME-1 primary	MCL1 BIM primary	PAD4 inh	Fam108B counter
41	0.4	-15.2	-4.5	-7.0
42	-6.5	-3.7	-5.2	-5.2
43	4.2	4.6	-5.8	-4.6
44	2.2	-3.9	-4.1	0.7
45	-1.7	1.3	1.7	4.2
46	2.3	-5.9	-3.4	1.0
47	2.3	-1.8	-0.6	1.1
48	-5.7	-2.2	2.8	-0.7
49	3.3	-2.3	-5.0	nt
50	-1.5	5.5	-3.0	0.9
51	-1.9	3.4	-3.2	-4.0
52	-7.5	4.4	1.5	3.0
53	3.7	-2.4	0.3	-3.3

Assay outcomes from PubChem.

These rows are one share of the data (hit frequency here may not be typical).
